High-throughput results as filed in PubChem BioAssay.
EBNA-1 inhibitor – EBNA-1 DNA-binding inhibitors, primary screen, biochemical, fluorescence polarization; inhibition, % at 14.8 µM; actives 0.34% (n = 300,000); AID 1950, 2009; in the data active means inhibition above about 28%
proCasp7 act – procaspase-7 activators, primary screen, counter-screen for procaspase-3 activator project, biochemical, absorbance, HTS, human; Caspase-7 (Homo sapiens), P55210; recombinant procaspase-7, Ac-DEVD-pNA absorbance 405 nm; D23A/D198A/D206A triple mutant, cannot self-cleave; scale: DMSO 0, 5 µM enzyme 100; AID 463210, 2010; actives 0.093% (n = 330,000); activation, % at 8.5 µM;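 active means percent activation above the screen-wide mean plus 3 SD, cut at about 25% in these data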
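Assay system – Uncleavable procaspase-7 mutant enzyme · Quantity – 2 µM procaspase-7 mutant as dispensed · Times – 1 h preincubation, 2 h reaction · Dosing – single nominal 8.5 µM compound dose, 0.8% DMSO final · Buffer or medium – Zinc-free 50 mM HEPES buffer, pH 7.4, with NaCl and Triton X-100 · Detection – Epi-absorbance of released pNA at 405 nm, two timepoints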
MEP2 TOR yeast – modulators of MEP2-GFP levels in yeast, primary screen, S. cerevisiae, multiplex flow cytometry, MLPCN library; S. cerevisiae MEP2-GFP strain, 3 h; 100% = DMSO control level; GFP response vs DMSO, % at 10 µM; actives 0.51% (n = 330,000); AID 2016, 2009;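 active means GFP response versus DMSO above a set limit, roughly screen mean plus 3 SD, cut at about 180% in these data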;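 further: median GFP fluorescence of the barcode-gated MEP2-GFP cells per well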
LAP4 TOR yeast – modulators of LAP4-GFP expression in yeast, primary screen, S. cerevisiae, multiplex flow cytometry, MLPCN library; 3 h; median GFP as percent of DMSO wells; GFP response vs DMSO, % at 10 µM; actives 0.34% (n = 320,000); AID 2023, 2009;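 active means GFP response vs DMSO above a set limit, about the screen mean plus 3 SD, cut at about 150% in these data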
AHR activator – AHR activators, primary screen, cell-based, luminescence, luciferase reporter, human; activation, % at 5 µM; AHR-responsive luciferase reporter cells; AID 2796, 2010; actives 2.5% (n = 320,000); in the data active means activation above about 47%;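 further: 0% = vehicle wells and 100% = reference agonist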
ZTA counter – blocks Epstein-Barr virus ZTA, an EBNA-1 counter-screen; P03206; ZTA-DNA binding, fluorescence polarization; inhibition, % at 11 µM; actives 0.15% (n = 320,000); AID 2234; in the data active means inhibition above about 33%
procasp3 activ – activators of human procaspase-3 D3A mutant, primary screen, biochemical, absorbance, PC-3 D3A mutant, single concentration; AID 463141, 2010; actives 0.11% (n = 330,000); Caspase-3 (Homo sapiens), P42574; recombinant procaspase-3 D3A, Ac-DEVD-pNA absorbance 405 nm; activation, % at 8.5 µM;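 active means activation above the mean of all tested compounds plus 3 SD, cut at about 21% in these data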;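 further: 0% = DMSO alone and 100% = DMSO wells spiked with extra 5 µM PC-3 D3A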
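Assay system – Procaspase-3 D3A mutant · Benchmarks – DMSO low control, extra-enzyme high control · Technique – 405 nm absorbance of p-nitroaniline, reads at 0 and 120 min · Doses – 8.5 µM nominal · Measure – % activation between DMSO and enzyme-spiked controls · Also added – Ac-DEVD-pNA chromogenic peptide substrate · Schedule – 1 h compound preincubation, 2 h substrate hydrolysis at 25 °C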
RPL19A TOR yeast – RPL19A-GFP expression modulators in yeast, primary screen, cell-based, S. cerevisiae, multiplex flow cytometry, MLPCN; percent response vs DMSO, % at 10 µM; AID 2025, 2009; S. cerevisiae RPL19A-GFP strain, 3 h; hits give low values; actives 0.3% (n = 330,000);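 active means percent response vs DMSO below 50%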;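 further: median channel GFP fluorescence of the barcoded RPL19A-GFP strain; ratio of sample median GFP to plate DMSO average so 100% = DMSO; lower means less RPL19A-GFP as with rapamycin TOR inhibition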
Starred values were filed as active, the others as inactive; x = not tested or not shown.

SMILES	EBNA-1 inhibitor	proCasp7 act	MEP2 TOR yeast	LAP4 TOR yeast	AHR activator	ZTA counter	procasp3 activ	RPL19A TOR yeast
CC(=O)OC(C(=O)NCc1ccco1)c1cccnc1 (stereo not given)	3.7	-2.2	122.2	116.8	0.1	3.7	-7.8	106.8
O=c1oc2ccccc2c2c1ncn2C1CCCCC1	0.9	5.9	98.3	97.7	-1.3	-25.5	-9.5	100.4
O=C1N(Cc2cccnc2)C[C@@H]2C[C@@H](c3ccc4nonc4c3)N3CCC[C@@]123	11.1	-3.7	102.0	98.5	3.6	23.2	1.5	100.2
CCCNC(=O)COC(=O)c1n[nH]c2ccccc12	-10.1	7.8	102.4	94.3	4.2	-15.1	8.1	105.0
CC(=O)Nc1ccc(NC(=O)COC(=O)c2cc([N+](=O)[O-])ccc2N2CCOCC2)cc1	-8.9	2.2	95.6	94.8	2.3	-2.7	-5.3	96.3
COc1ccc(-c2csc(NC(=S)NC(=O)c3cc4ccccc4o3)n2)cc1Br	9.4	-7.4	103.7	96.8	-1.2	9.6	7.8	97.3
CC1=C(C(=O)N2CCOCC2)C(c2cc(C)cs2)NC(=O)N1 (stereo not given)	-3.0	4.9	95.1	108.8	0.8	-18.4	1.0	114.2
CC(C)(C)C1CCC(OCC(O)CN2CCN(c3ccccn3)CC2)CC1 (stereo not given)	-0.6	8.6	106.9	105.2	-4.4	12.3	4.7	95.2
CN(C)c1ccc(N/C(N)=N/c2nc(C(F)(F)F)cc(C(F)(F)F)n2)cc1	3.0	0.8	94.6	93.8	6.6	10.7	8.3	92.2
S=c1[nH]nc(-c2ccco2)n1Cc1ccccc1	11.0	-0.1	105.3	96.4	-1.1	4.5	-5.2	105.0
COc1ccc(CN2C(=O)c3cccnc3C2=O)cc1S(=O)(=O)N1CCCCC1C (stereo not given)	2.6	-1.7	110.3	94.4	1.1	-7.0	7.5	98.9
CCOC(=O)CNC(=O)N1CCCC(C(=O)c2ccccc2SC)C1 (stereo not given)	8.8	4.1	115.6	99.4	0.7	-1.0	3.0	109.7
Cc1csc2ncc(C(=O)NCc3ccco3)c(=O)n12	1.7	-0.1	97.5	92.8	4.9	10.3	-0.5	96.3
CCn1c(SCC(=O)NCc2ccco2)nc2cccnc21	-7.1	0.7	105.7	90.8	7.5	-25.6	-4.7	94.2
CCCCn1c(N)c(N(CC(C)C)C(=O)c2cc(Cl)nc3ccccc23)c(=O)[nH]c1=O	6.4	6.0	100.7	106.7	1.4	-8.2	-3.6	99.4
COc1ccc(-c2nnc(NC(=O)Cc3ccccc3)o2)cc1	-3.0	12.2	93.6	92.1	14.5	3.7	-1.9	93.8
COC(=O)C1CCN(CC(=O)Nc2ccccc2Sc2ccccc2)CC1	-7.6	5.0	103.5	97.6	-1.2	-12.4	5.1	104.2
Cc1c(NC(=O)CCC2CCCCC2)c(=O)n(-c2ccccc2)n1C	6.1	1.4	100.0	99.0	0.5	-6.0	7.1	96.6
OC(COc1ccc(Cl)cc1)CN1CCN(c2ccccc2)CC1 (stereo not given)	0.0	-3.1	101.2	94.6	5.4	-6.4	-5.4	101.8
O=C(O)c1ccc(S(=O)(=O)c2ccc([N+](=O)[O-])cc2[N+](=O)[O-])cc1	2.6	-34.6	104.9	91.0	2.6	-14.0	-17.7	102.0
COc1ccccc1NC(=O)c1cc2c(=O)n(C)c3ccccc3c2n1C	7.0	5.2	98.2	108.3	13.2	5.0	-2.1	90.9
CCCCC(=O)Nc1nc2c(OC)ccc(OC)c2s1	-0.1	5.9	105.2	109.8	64.3*	-2.2	10.8	103.7
O=C(Nc1cccc(F)c1)Nc1ccccn1	9.9	7.0	105.9	108.2	1.8	6.8	0.7	99.6
Cc1ccc(N=C2c3ccccc3C(=O)C2[N+](=O)[O-])cc1C (stereo not given)	-12.4	7.7	90.3	83.7	2.7	-5.7	7.3	96.0
O=C1C(=O)N(CCS(=O)(=O)c2ccccc2)c2ccccc21	-11.1	-7.2	106.6	82.4	2.8	-26.9	10.0	98.5
Cc1cc2c(cc1C)C(c1cccc([N+](=O)[O-])c1)CC(=O)N2 (stereo not given)	-1.0	-2.4	95.4	79.3	5.4	-11.0	-5.9	91.5
CCOC(=O)c1ccc(N2C(=O)CC(SCC(=O)Nc3ccc(S(N)(=O)=O)cc3)C2=O)cc1 (stereo not given)	3.3	-10.0	100.0	91.3	-4.1	3.7	-16.5	101.1
Cc1cccc2cc(/C=N/NC(=O)c3ccccc3O)c(Cl)nc12	-0.2	4.7	99.9	92.1	7.6	0.6	-5.2	102.1
CCOC(=O)c1cccc(NC(=O)N[C@@H](C)C(=O)OC)c1	-4.1	4.4	98.3	108.9	-2.8	17.2	4.2	101.5
CC(C)C(=O)NNC(=O)c1c(O)c2ccccc2[nH]c1=O	4.7	0.3	76.8	76.3	3.2	1.6	3.7	94.8
C=CCOc1ccc(C2C3=C(CCCC3=O)N(CC(=O)O)C3=C2C(=O)CCC3)cc1OCC	7.3	4.1	99.7	92.3	-1.8	10.1	-6.0	102.7
O=C(N/N=C/c1ccc2c(c1)OCO2)c1cc2ccccc2o1	29.9*	-0.8	98.8	104.9	69.0*	2.1	-1.6	100.0
Cc1cc(=O)oc(C)c1C(=O)NCC(C)NC(=O)c1c(C)cc(=O)oc1C (stereo not given)	-7.4	14.4	91.8	89.0	-1.8	12.0	2.1	89.0
Cc1cc(C)n(S(=O)(=O)c2cccc(Cl)c2Cl)n1	-4.3	-0.8	100.8	100.7	0.2	11.5	3.1	100.9
CC1=C(C#N)C(c2ccc(O)cc2)C2=C(CC(C)(C)CC2=O)N1 (stereo not given)	2.0	-1.1	98.5	90.2	3.1	8.7	8.2	102.3
CCOc1ccc(C(=O)O[C@H]2[C@H](Cc3ccccc3)NS(=O)(=O)[C@H]3C[C@@H]4C=C[C@]23O4)cc1	x	2.3	80.8	86.9	-0.5	-20.9	4.7	91.6
Cn1c(N)c(C(=O)COC(=O)C2(c3ccc(F)cc3)CCCC2)c(=O)n(C)c1=O	-7.0	9.4	106.9	104.8	0.6	7.5	0.9	104.2
CSc1ccc(C(=O)N2CCC(n3nccc3NC(=O)C3CC3)CC2)cc1	5.5	7.7	91.1	89.0	4.0	8.5	-1.3	100.5
Clc1ccc(Cl)c(OCCCCNCc2ccccc2)c1	6.8	9.9	98.3	93.0	0.2	1.6	-11.1	96.0
CCOc1cccc(-c2c(C(=O)N/N=C/c3ccc(C)o3)nnn2-c2nonc2N)c1	1.0	6.4	108.0	124.7	-1.6	12.6	-1.9	107.3
O=C(CSc1nnc(-c2c[nH]c3ccccc23)n1CC1CCCO1)Nc1ccc2c(c1)OCCO2 (stereo not given)	1.8	6.2	98.8	95.4	1.2	6.3	5.7	94.9
O=C(NCc1ccc(F)cc1)C1CCN(C(=O)Nc2ccc(F)cc2)CC1	-12.9	6.7	101.8	97.0	0.3	-4.5	1.5	107.1
CC(=O)Nc1ccc(N2CCOCC2)c(C(=O)Nc2cccc(C)c2)c1	-5.1	-2.5	109.5	104.8	-2.7	2.2	2.2	101.5
CCc1ccccc1NC(=O)C1CCN(C(=O)c2cccs2)CC1	-10.1	8.5	106.8	96.1	-3.2	-1.1	0.6	103.0
CCN(CC)C(=O)CSc1nnc2c3ccccc3n(C)c2n1	0.5	-0.8	107.1	85.5	15.2	-2.4	4.2	100.8
CC(=O)Nc1ccc(S(=O)(=O)N(C)CC(=O)OCC(=O)N2CCN(C(=O)c3ccco3)CC2)cc1	-2.5	0.0	91.9	91.9	-0.2	1.3	9.2	86.8
O=C(c1cc(Sc2cccc(Cl)c2)nc2ccccc12)N1CCN(c2ccccn2)CC1	0.6	10.6	86.9	101.4	2.2	11.0	-1.3	97.3
O=C1CN(C(=O)c2cccs2)c2ccccc2N1	0.8	11.2	96.5	91.2	23.9	-3.5	-0.3	98.7
Cc1c(C=O)c2ccccc2n1CC(=O)O	3.2	2.9	91.5	101.6	6.8	-6.0	5.1	98.3
CCOC(=O)N1CCN(C(=O)c2ccc(N3C(=O)CCC3=O)cc2)CC1	0.4	-5.2	104.9	97.7	-0.5	4.2	5.5	101.5
COc1cccc(N2C(=O)C3CCCN3C2c2ccc(F)cc2)c1 (stereo not given)	-5.2	2.2	96.2	98.6	7.0	9.2	1.7	99.1
CN(CC(=O)Nc1ccc(Cl)cc1)S(=O)(=O)c1ccc2c(c1)n(C)c(=O)c(=O)n2C	-10.5	11.8	101.0	90.4	2.1	-24.4	4.8	98.4
O=C(CN(C(=O)CCC(=O)Nc1nccs1)c1ccc2c(c1)OCO2)NCc1ccc(F)cc1	11.3	-3.0	103.2	93.0	3.7	1.3	1.3	103.8
C=CCn1c(C)cc(C(=O)COC(=O)c2n[nH]c(=O)c3ccccc23)c1C	x	6.0	104.9	90.0	2.2	x	-0.6	97.7
Cc1cccc(NC(=O)CSc2ccc3nnc(-c4cccnc4)n3n2)c1	9.2	0.7	108.8	104.9	20.4	6.7	-0.4	101.2
CCCCNC(=O)NNc1nc(Cl)cc(C)c1C#N	1.1	0.8	89.8	106.1	0.0	0.8	2.0	96.5
C=CCSc1nc(C)c(CC(=O)OCC(C)C)c(=O)[nH]1	5.7	2.3	100.0	102.1	1.1	10.4	9.5	101.5
CCOC(=O)C1CCN(S(=O)(=O)c2ccc3c4c(cccc24)C(=O)N3)CC1	-5.1	1.0	104.3	107.7	8.5	-17.0	-5.4	98.7
CCOC(=O)c1c(/N=C/c2cc(C)ccc2O)sc2c1CCN(C)C2	3.3	-0.1	101.0	106.4	11.2	14.2	-0.5	99.5
CC(NC(=O)C(=O)N1CCCCC1)C(c1cccs1)N1CCN(c2ccccc2)CC1 (stereo not given)	7.9	2.5	97.6	96.6	-2.4	7.3	-2.3	101.8
CCOc1ccc(C(C)=O)cc1CN1C(=O)NC2(CCCCC2C)C1=O (stereo not given)	2.5	0.9	100.5	97.3	1.0	2.1	10.8	100.2

Looked up one by one from the list above, 5 records:
SMILES	EBNA-1 inhibitor	proCasp7 act	MEP2 TOR yeast	LAP4 TOR yeast	AHR activator	ZTA counter	procasp3 activ	RPL19A TOR yeast
CCOC(=O)N1CCN(C(=O)c2ccc(N3C(=O)CCC3=O)cc2)CC1	0.4	-5.2	104.9	97.7	-0.5	4.2	5.5	101.5
CCOC(=O)C1CCN(S(=O)(=O)c2ccc3c4c(cccc24)C(=O)N3)CC1	-5.1	1.0	104.3	107.7	8.5	-17.0	-5.4	98.7
COc1cccc(N2C(=O)C3CCCN3C2c2ccc(F)cc2)c1 (stereo not given)	-5.2	2.2	96.2	98.6	7.0	9.2	1.7	99.1
Cc1cccc(NC(=O)CSc2ccc3nnc(-c4cccnc4)n3n2)c1	9.2	0.7	108.8	104.9	20.4	6.7	-0.4	101.2
C=CCSc1nc(C)c(CC(=O)OCC(C)C)c(=O)[nH]1	5.7	2.3	100.0	102.1	1.1	10.4	9.5	101.5
